Bioassay records deposited in PubChem BioAssay by National Center for Advancing Translational Sciences (NCATS).
FEN1 inh: blocks human flap endonuclease 1. Recombinant FEN1 flap cleavage, fluorescence, 15 min. Potency, µM (highest dose often 114 µM), for the others: at the top dose activity change, negative = inhibition, usual class: inhibitors. 0.35% of 390,000 active; further: nearly all actives have a fitted effect of over 65% in size
Target sequence (P39748 whole entry, looked up): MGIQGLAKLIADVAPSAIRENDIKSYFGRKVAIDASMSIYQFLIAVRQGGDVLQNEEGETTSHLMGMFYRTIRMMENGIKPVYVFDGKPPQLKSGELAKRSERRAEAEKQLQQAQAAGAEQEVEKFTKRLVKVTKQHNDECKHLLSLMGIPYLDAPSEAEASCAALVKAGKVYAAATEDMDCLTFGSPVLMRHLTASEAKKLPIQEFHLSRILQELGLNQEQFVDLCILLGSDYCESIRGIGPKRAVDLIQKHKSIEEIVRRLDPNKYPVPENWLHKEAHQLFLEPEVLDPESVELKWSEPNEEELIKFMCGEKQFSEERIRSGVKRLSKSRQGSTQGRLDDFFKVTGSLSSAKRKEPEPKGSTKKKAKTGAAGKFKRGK
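Quantitative HTS format: each compound was titrated, incubated with 10 nM nuclease for 15 min at room temperature, then challenged with flap substrate at 50 nM final. Signal change over 15 min gave concentration–effect curves.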
TDP1 block: blocks human tyrosyl-DNA phosphodiesterase 1. Q9NUW8. recombinant TDP1, AlphaScreen DNA substrate cleavage. Potency, µM (top dose mostly 130 µM), without a hit: at the highest dose activity change, negative = inhibition, most hits filed as inhibitors. 0.28% of 350,000 active; further: nearly all actives have a fitted effect of over 40% in size
Target sequence (Q9NUW8 whole entry, looked up): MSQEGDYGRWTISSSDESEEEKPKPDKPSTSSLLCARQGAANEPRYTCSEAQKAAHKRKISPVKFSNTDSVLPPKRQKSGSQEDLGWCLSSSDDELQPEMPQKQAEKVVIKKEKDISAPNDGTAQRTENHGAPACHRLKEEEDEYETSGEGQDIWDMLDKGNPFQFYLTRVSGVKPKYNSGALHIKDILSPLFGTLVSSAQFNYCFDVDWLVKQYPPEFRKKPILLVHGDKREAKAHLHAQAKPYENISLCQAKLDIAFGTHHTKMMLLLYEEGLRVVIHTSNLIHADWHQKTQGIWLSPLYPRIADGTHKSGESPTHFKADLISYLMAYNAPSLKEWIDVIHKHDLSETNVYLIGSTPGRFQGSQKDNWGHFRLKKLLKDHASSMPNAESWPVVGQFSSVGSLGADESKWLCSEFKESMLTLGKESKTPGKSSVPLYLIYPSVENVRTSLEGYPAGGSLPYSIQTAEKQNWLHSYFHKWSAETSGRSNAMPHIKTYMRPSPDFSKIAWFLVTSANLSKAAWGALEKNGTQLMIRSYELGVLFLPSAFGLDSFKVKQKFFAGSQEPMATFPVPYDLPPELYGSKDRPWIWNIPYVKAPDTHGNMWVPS
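Signal: AlphaScreen proximity between streptavidin donor and anti-FITC acceptor beads on intact substrate. Reaction: Tdp1 1 nM, substrate 15 nM final, 5 min RT after 15 min compound preincubation.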
N370S GC mod: inhibitors or activators of N370S glucocerebrosidase for Gaucher disease | Potency, µM (top dose mostly 59.4 µM), without a hit: at the highest dose activity change, negative = inhibition, hits mostly inhibitors | 0.092% of 330,000 active | N370S GC spleen homogenate, 4MU-glucoside fluorescence | P04062;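 further: 0% = full enzyme activity and -100% = no enzyme basal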
* hit, by the source's call; ? = inconclusive; . = not tested or not shown; & = joins results of further samples; [ ] = dose if it differs, or a comment. The call rests on the fitted dose curve; in most records, active means well fitted curve in the direction sought with a large enough effect; inconclusive means small, poorly fitted or top-dose-only effect, or another doubt; inactive means no such curve, though single readings can be large; an effect the other way counts as inactive or inconclusive. Unless noted, on the % scale 0 is the no-effect control and ±100 the full control effect; potency means the concentration at half of the fitted maximal effect.

Start of the data: the first 14 records (preview)
SMILES | FEN1 inh | TDP1 block | N370S GC mod
Cc1ccc(S(=O)(=O)NCCSCc2ccco2)cc1 | -4% | 1% | -10%
CCCOc1ccc(/C(O)=C2\C(=O)C(=O)N(c3ccccn3)C2c2ccccc2F)cc1C (configuration not stated) | -26% | . | -14%
O=C(NC12CC3CC(CC(C3)C1)C2)N1CCN(c2ncccn2)CC1 | -17% | -3% | 17%
Cc1ccc(CNC(=O)C(=O)NCC(c2cccs2)S(=O)(=O)c2ccccc2)cc1 (configuration not stated) | 5% | 14% | .
CC(=O)c1c(C)[nH]c(C(=O)CSc2nnc(-c3ccco3)n2Cc2ccccc2)c1C | -5% | 6% | -3%
COc1ccc(C(=O)O)cc1S(=O)(=O)Nc1ccc2cn[nH]c2c1 | 4% | 1% | .
CCC(=O)Nc1ccc(Cl)c(NC(=S)NC(=O)COc2ccccc2)c1 | -1% | 0% | 5%
O=C(Nc1ccccc1)Nc1ccc(Oc2cccnc2)nc1 | -6% | -3% | 5%
CCCN(CCC)S(=O)(=O)c1ccc(C(=O)Nc2nc3c(s2)CCc2ccccc2-3)cc1 | -3% | 3% | 7%
COc1ccccc1N1CCN(CC(=O)c2ccc(F)cc2)CC1 | 17% | -6% | -4%
COc1ccc(-c2nc3ccccc3s2)cc1NC(=O)c1cccc([N+](=O)[O-])c1C | 16% | 3% | .
COc1cccc(NC2C=CS(=O)(=O)C2)c1 (configuration not stated) | 3% | -2% | 3%
Cc1cc(N2C(=O)C(O)=C(C(=O)c3cc4ccccc4o3)C2c2cccc(Cl)c2)no1 (configuration not stated) | -3% | 11% | 2%
O=c1c2ccccc2[nH]c(=S)n1CCCN1CCN(c2ccccc2F)CC1 | 3% | . | 1%

All compounds of this part, from the start:
SMILES | FEN1 inh | TDP1 block | N370S GC mod
Cc1ccc(S(=O)(=O)NCCSCc2ccco2)cc1 | -4% | 1% | -10%
CCCOc1ccc(/C(O)=C2\C(=O)C(=O)N(c3ccccn3)C2c2ccccc2F)cc1C (configuration not stated) | -26% | . | -14%
O=C(NC12CC3CC(CC(C3)C1)C2)N1CCN(c2ncccn2)CC1 | -17% | -3% | 17%
Cc1ccc(CNC(=O)C(=O)NCC(c2cccs2)S(=O)(=O)c2ccccc2)cc1 (configuration not stated) | 5% | 14% | .
CC(=O)c1c(C)[nH]c(C(=O)CSc2nnc(-c3ccco3)n2Cc2ccccc2)c1C | -5% | 6% | -3%
COc1ccc(C(=O)O)cc1S(=O)(=O)Nc1ccc2cn[nH]c2c1 | 4% | 1% | .
CCC(=O)Nc1ccc(Cl)c(NC(=S)NC(=O)COc2ccccc2)c1 | -1% | 0% | 5%
O=C(Nc1ccccc1)Nc1ccc(Oc2cccnc2)nc1 | -6% | -3% | 5%
CCCN(CCC)S(=O)(=O)c1ccc(C(=O)Nc2nc3c(s2)CCc2ccccc2-3)cc1 | -3% | 3% | 7%
COc1ccccc1N1CCN(CC(=O)c2ccc(F)cc2)CC1 | 17% | -6% | -4%
COc1ccc(-c2nc3ccccc3s2)cc1NC(=O)c1cccc([N+](=O)[O-])c1C | 16% | 3% | .
COc1cccc(NC2C=CS(=O)(=O)C2)c1 (configuration not stated) | 3% | -2% | 3%
Cc1cc(N2C(=O)C(O)=C(C(=O)c3cc4ccccc4o3)C2c2cccc(Cl)c2)no1 (configuration not stated) | -3% | 11% | 2%
O=c1c2ccccc2[nH]c(=S)n1CCCN1CCN(c2ccccc2F)CC1 | 3% | . | 1%
C[C@H]1Cc2c(-c3ccccc3)nc3c(c2CO1)CN(S(=O)(=O)c1ccc(C#N)cc1)CC3 | . | 16%[12.3 µM] | 2%[12.8 µM]
C/C(=N\OCC(=O)NC12CC3CC(CC(C3)C1)C2)c1cc2ccccc2o1 | -23% | 0% | 6%
CCOC(=O)N1CCc2c(sc(NCc3ccc(OC)c(Br)c3)c2C(=O)Nc2cc(OC)ccc2OC)C1 | 0% | 10% | .
CCOc1cc(CN2CCCCCC2)ccc1OC | 2% | . | 3%
Cc1ccc(NC(=O)c2sc3ccccc3c2Cl)nc1 | -5% | 2% | 5%
COc1cc(C(=O)NNC(=O)CNC(=O)C2CCCCC2)ccc1OC(C)C | -13% | 2% | .
O=C(C1CC1)N1CCc2cc(Br)cc(S(=O)(=O)N3CCN(c4ccccc4)CC3)c21 | 3% | 0% | .
Cc1nc2nc(SCC(=O)NCCc3ccccc3)nn2c(C)c1Cc1c(F)cccc1Cl | -9% | 3% | .
CCc1ccc(-c2nc(CN3CCC(C(=O)NCCc4ccc(OC)c(OC)c4)CC3)c(C)o2)cc1 | 1% | 4% | -5%
CC(C)(C)NS(=O)(=O)c1ccc(NC(=S)NC(=O)C2CC2)cc1 | -10% | 1% | -16%
COc1ccccc1CNC(=O)C1CC2Cn3c(nc4cc(C)c(C)cc43)C2N1C (configuration not stated) | 12% | -4% | -9%
O=C(/C=C/c1ccccc1)NCCSCc1ccc(Cl)cc1 | -12% | 0% | 7%
CC(=O)c1ccc(NC(=O)CCNS(=O)(=O)c2cccc3nonc23)cc1 | 5% | 2% | 1%
Cc1cc(C)c(OCC(=O)NCC(c2ccco2)N2CCCCC2)c(C)c1 (configuration not stated) | -19% | 4% | .
CC(=O)Nc1ncc(N=Nc2cccc(C(F)(F)F)c2)s1 | -2% | . | -8%
CCc1nnc(NC(=O)/C=C/c2ccco2)s1 | 10% | 1% | -5%
O=C(Nc1ccn(Cc2ccccc2F)n1)c1ccc(COc2cccc(Br)c2)cc1 | -19% | -8% | .
CN(C)S(=O)(=O)c1cc(NC(=O)COC(=O)CCc2ccccc2)ccc1Cl | -6% | 2% | -5%
CSCC[C@H](NC(=O)[C@H](CC(C)C)NC(=O)[C@H](CO)NC(=O)[C@H](CCC(=O)O)NC(=O)[C@H](CC(C)C)NC(=O)[C@H](Cc1ccc(O)cc1)NC(=O)[C@H](CCCCN)NC(=O)[C@H](CCCCN)NC(=O)[C@H](C)NC(=O)[C@H](CO)NC(=O)[C@H](CC(C)C)NC(=O)[C@H](CCC(N)=O)NC(=O)CNC(=O)[C@H](CC(C)C)NC(=O)[C@H](CC(C)C)NC(=O)[C@H](CCCCN)NC(=O)[C@H](CO)NC(=O)[C@H](Cc1ccccc1)NC(=O)[C@H](CC(=O)O)NC(=O)[C@H](CO)NC(=O)[C@@H](NC(=O)[C@H](Cc1ccccc1)NC(=O)[C@@H](NC(=O)CNC(=O)[C@H](CC(=O)O)NC(=O)[C@H](C)NC(=O)[C@@H](N)Cc1cnc[nH]1)C(C)C)[C@@H](C)O)C(N)=O | . | 13% | -2%
COc1ccc(OC)c(/C=C/C(=O)OCC(=O)Nc2ccc(Cl)c(S(=O)(=O)N(C)C)c2)c1 | 1% | -3% | -7%
CCOc1cc(C2c3c(oc4cc(C)cc(C)c4c3=O)C(=O)N2CCO)ccc1O (configuration not stated) | -4% | 0% | .
COC(=O)[C@]1(C)N[C@H](CN(C)C(=O)Nc2ccc(C)cc2)[C@@H]2C(=O)N(Cc3ccccc3)C(=O)[C@@H]21 | -14% | 1% | .
COc1cc(C(=O)Nc2ccc(C(C)=O)cc2)c(Br)c(OC)c1OC | -1% | 4% | -7%
CCCCCN1C(C(=O)c2ccccc2)=C(NC(C)=O)c2ccccc2S1(=O)=O | -24% | 6% | .
O=C(Cc1cccs1)N(c1ccc(Br)cc1)C1C=CS(=O)(=O)C1 (configuration not stated) | -1% | 5% | -4%
CCOCCCNCC(=O)NC1(C)C2CCC(C2)C1(C)C (configuration not stated) | 5% | ? | -1%[12.8 µM]
Cc1ccc(NC(=O)COC(=O)C(NS(=O)(=O)c2ccc(Cl)cc2)C(C)O)c(Br)c1 (configuration not stated) | 1% | -6% | -3%
CCOc1cc(S(=O)(=O)NC2CC(C)(C)NC(C)(C)C2)ccc1F | 0% | -4% | 15%
Cc1nc2sc(C(c3ccco3)N3CCN(c4ccccc4F)CC3)c(O)n2n1 (configuration not stated) | 17% | -2% | 1%
Cc1nn2c(NCCCn3ccnc3)cc(C(C)C)nc2c1-c1ccccc1 | -8% | 10% | -14%
COC(=O)c1c(-c2ccc(Cl)cc2)noc1N1CCN(c2ccc(F)cc2)CC1 | -13% | 5% | .
CCSc1nc(C2CC2)cc(-c2cccs2)c1C#N | -24% | . | 7%
Cc1ccc2nc3c(c(Nc4ccccc4)c2c1)CCC3 | -20% | 1% | -22%
COc1ccc(Cn2ccc3nc(C)c(C(=O)N4CCN(c5ccc(F)cc5)CC4)cc3c2=O)cc1 | 6% | 7% | .
Cc1ccc(-c2ccc(CCC(=O)O)n2-c2cccc(C(=O)O)c2)cc1 | -5% | . | -12%
CCCN(Cc1cccs1)C(=O)Nc1cc(Cl)ccc1C | 9% | 0% | .
COc1ccc(SCC(CC(C)C)N2CCN(C)CCC2=O)cc1 (configuration not stated) | -7% | 3% | -7%
O=C(Nc1ccc(Br)c2ccccc12)c1ccc2ccccc2c1O | ? | 8% | 7%
CCN(CC)CC(=O)Nc1ccccc1SCC(=O)Nc1ccsc1C(=O)OC | -11% | -2% | 7%
CCC(=O)N=c1sc2c(C)cc(C)cc2n1CC(=O)OC | 16% | -3% | -3%
CCCCOc1ccc(C2C(=O)N(C3CCCCC3)CC(=O)N2CC2CCCO2)cc1 (configuration not stated) | -16% | 2% | 0%
Cc1ccc2nc(-c3cccc(-c4nc5ccc(C)cc5o4)n3)oc2c1 | ? | 1% | .
COc1ccc(-n2c(C)ccc2-c2ccccc2)cn1 | -5% | . | 4%
Cc1cc(/C=N/n2c(COc3ccccc3)nc3ccccc3c2=O)c(O)c([N+](=O)[O-])c1 | ? | 14% | 6%
CN1CCN(CCCOc2ccc(-c3ccccc3)cc2)CC1 | 6% | . | -24%
COc1ccc(-c2cccc(-c3cc(=O)oc4ccc(C(C)(C)C)cc34)c2)cc1 | 1% | 0%[56.1 µM] | 4%[89.1 µM]
(continued)
SMILES | FEN1 inh | TDP1 block | N370S GC mod
COc1ccc(S(=O)(=O)N(CCc2ccccc2)CC(=O)Nc2cc(C)ccc2C)cc1 | ? | 3%[2.28 µM] | .
Cc1ccc(NC(=O)C(C)[n+]2ccccc2)cc1[N+](=O)[O-] (configuration not stated) | 3% | -3% | -6%
C=CCn1c(CSCc2ccccc2)nnc1SCC(=O)NCc1ccccc1 | 6% | -2% | 11%
COC(=O)C(CCSC)NC(=O)CNS(=O)(=O)c1ccc(F)cc1 (configuration not stated) | -3% | 1% | 6%
Cc1nc2ccc(NS(=O)(=O)c3c(F)cccc3F)cc2s1 | 5% | 1% | .
COc1ccc(N(C(=O)CNC(=O)c2cccs2)C(C(=O)NCC2CCCO2)c2ccccc2)cc1OC (configuration not stated) | 13% | 6% | 6%
COc1ccc(S(=O)(=O)N2CN3CCN(C3)C2)cc1OC | -2% | . | 4%
Cc1ccc(S(=O)(=O)Nc2ncnc3sccc23)cc1C | 1% | -5% | .
CN1CCN(C(=O)c2ccc3ccccc3c2)CC1 | 1% | 2% | -9%
Cc1ccc(Cn2c(=O)sc3ccccc3c2=O)cc1 | 4% | . | ?
N[C@H](C(=O)N[C@@H]1C(=O)N2C(C(=O)O)=C(Cl)CS[C@@H]12)c1ccccc1 | . | -13%[56.1 µM] | 11%&3%[21.6 µM]
Cc1onc(-c2c(Cl)cccc2Cl)c1C(=O)NC1CCCCC1 | 3% | . | -8%
CCn1c(SCC(=O)N2CCOCC2)nc2c(c1=O)SC(C)C2 (configuration not stated) | 1% | 0% | -3%
CCOc1cc(C2NC(=O)NC(C)=C2C(=O)OCC2CCCCC2)ccc1O (configuration not stated) | -1% | 6% | -1%
CC(NC(=O)c1ccc2ccccc2n1)c1ccccc1 (configuration not stated) | 13% | -3% | ?
COC(=O)c1ccccc1NC(=O)CN1CCN(C(=O)c2ccco2)CC1 | -2% | 5% | 1%
COc1cc2nc(CCc3ccccc3)oc(=O)c2cc1OC | 0% | 0% | 2%
Cc1cc(-c2nn(C)c(=O)c3ccccc23)cc(C)c1O | 7% | 4% | -2%
O=C1COc2ccc(S(=O)(=O)Nc3cccc(Cl)c3)cc2N1 | 4% | 4% | 7%
CCCSc1nc2c(c(=O)n(C)c(=O)n2C)n1C | 5% | 3% | 2%
Cc1ccc(CCNC(=O)C2CCCN(S(=O)(=O)c3ccc4c(c3)oc(=O)n4C)C2)cc1 (configuration not stated) | 4% | 1% | .
Cc1cc(C)n2nc(C(=O)OCC(=O)NCc3ccccc3)nc2n1 | 0% | 0% | .
